Assay outcomes as filed in PubChem BioAssay.
AHR activator: activators of human aryl hydrocarbon receptor; P35869; activation, % at 5 µM; AHR-responsive luciferase reporter cells, luminescence; hit rate 2.5% among 320,000; in the data active = activation above about 47%;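 note: 0% = vehicle wells and 100% = reference agonist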
MEP2-GFP yeast: modulators of TOR pathway MEP2-GFP in S. cerevisiae; S. cerevisiae MEP2-GFP strain, flow cytometry GFP, 3 h; 100% = DMSO control level; GFP response vs DMSO, % at 10 µM; hit rate 0.51% among 330,000;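 active = GFP response versus DMSO above a set limit, roughly screen mean plus 3 SD, cut at about 180% in these data; inconclusive = fewer than 70 cells counted for a yeast strain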;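 note: median GFP fluorescence of the barcode-gated MEP2-GFP cells per well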
procasp3 activ: activates human procaspase-3; recombinant procaspase-3 D3A, Ac-DEVD-pNA absorbance 405 nm; P42574; hit rate 0.11% among 330,000; activation, % at 8.5 µM;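 active = activation above the mean of all tested compounds plus 3 SD, cut at about 21% in these data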;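 note: 0% = DMSO alone and 100% = DMSO wells spiked with extra 5 µM PC-3 D3A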
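Assay system – Procaspase-3 D3A mutant, all three cleavage aspartates alanine · Controls – DMSO-only low control, 5 µM PC-3 D3A high control · Schedule – 1 h compound preincubation, 2 h substrate hydrolysis at 25 °C · Signal – 405 nm absorbance of p-nitroaniline, reads at 0 and 120 min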
ZTA counter: blocks Epstein-Barr virus ZTA, an EBNA-1 counter-screen; inhibition, % at 11 µM; P03206; ZTA-DNA binding, fluorescence polarization; hit rate 0.15% among 320,000; in the data active = inhibition above about 33%
proCasp7 act: counter-screen: procaspase-7 (human) activation; P55210; recombinant procaspase-7, Ac-DEVD-pNA absorbance 405 nm; D23A/D198A/D206A triple mutant, cannot self-cleave; scale: DMSO 0, 5 µM enzyme 100; activation, % at 8.5 µM; hit rate 0.093% among 330,000;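 active = percent activation above the screen-wide mean plus 3 SD, cut at about 25% in these data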
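Assay system – Uncleavable procaspase-7 mutant enzyme · Quantity – 2 µM procaspase-7 mutant as dispensed · Times – 1 h preincubation, 2 h reaction · Dosing – single nominal 8.5 µM compound dose, 0.8% DMSO final · Buffer or medium – Zinc-free 50 mM HEPES buffer, pH 7.4, with NaCl and Triton X-100 · Detection – Epi-absorbance of released pNA at 405 nm, two timepoints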
LAP4 TOR yeast: yeast TOR pathway LAP4-GFP modulation. S. cerevisiae LAP4-GFP multiplex, flow cytometry GFP, 3 h; median GFP as percent of DMSO wells. GFP response vs DMSO, % at 10 µM. hit rate 0.34% among 320,000. AID 2023;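 active = GFP response vs DMSO above a set limit, about the screen mean plus 3 SD, cut at about 150% in these data; inconclusive = under 70 cell events counted for the yeast strain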
EBNA-1 inh: blocks EBNA-1 binding to DNA. EBNA-1 DNA binding, fluorescence polarization. AID 1950. inhibition, % at 14.8 µM. hit rate 0.34% among 300,000; in the data active = inhibition above about 28%
RPL19A-GFP yeast: alters RPL19A-GFP fluorescence in TOR pathway yeast screen. percent response vs DMSO, % at 10 µM. S. cerevisiae RPL19A-GFP strain, flow cytometry, 3 h; hits give low values. hit rate 0.3% among 330,000. AID 2025;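 active = percent response vs DMSO below 50%; inconclusive = fewer than 70 events counted for the yeast strain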;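 note: median channel GFP fluorescence of the barcoded RPL19A-GFP strain; ratio of sample median GFP to plate DMSO average so 100% = DMSO; lower means less RPL19A-GFP as with rapamycin TOR inhibition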
* = called active by the depositor; ? = inconclusive; · = not tested or not shown.

Sample of the layout (3 entries):
SMILES | AHR activator | MEP2-GFP yeast | procasp3 activ | ZTA counter | proCasp7 act | LAP4 TOR yeast | EBNA-1 inh | RPL19A-GFP yeast
CSc1ccccc1NC(=O)Cn1nc([N+](=O)[O-])c(Cl)c1C | 3 | 103 | 0 | 4 | 4 | 100 | -2 | 97
CCOc1ccc(C2C(C(=O)NC)=C(C)Nc3nc4ccccc4n32)cc1OC (stereo unspecified) | 4 | 97 | 8 | 0 | -3 | 101 | 3 | 99
CN(C)c1ccc(C(CNC(=O)c2cccs2)N(C)C)cc1 (stereo unspecified) | 4 | 104 | 0 | -2 | -2 | 89 | -15 | 100

Main list (from the top)
SMILES | AHR activator | MEP2-GFP yeast | procasp3 activ | ZTA counter | proCasp7 act | LAP4 TOR yeast | EBNA-1 inh | RPL19A-GFP yeast
CSc1ccccc1NC(=O)Cn1nc([N+](=O)[O-])c(Cl)c1C | 3 | 103 | 0 | 4 | 4 | 100 | -2 | 97
CCOc1ccc(C2C(C(=O)NC)=C(C)Nc3nc4ccccc4n32)cc1OC (stereo unspecified) | 4 | 97 | 8 | 0 | -3 | 101 | 3 | 99
CN(C)c1ccc(C(CNC(=O)c2cccs2)N(C)C)cc1 (stereo unspecified) | 4 | 104 | 0 | -2 | -2 | 89 | -15 | 100
CC1=NN(c2ccc(C(=O)O)c(N)c2)C(=O)C1 | 8 | 83 | -6 | 13 | -3 | 93 | 11 | 92
NC(Cc1c[nH]c2ccccc12)C(=O)Nc1ccccc1 (stereo unspecified) | 6 | 115 | 0 | 8 | 6 | 103 | -1 | 95
CCN1C(=O)/C(=C\c2cccs2)C(C(=O)OC)=C1C | 5 | 111 | -7 | 11 | -8 | 114 | -1 | ·
Cc1ccc(Cn2c(CCNc3nc(-c4ccc(Cl)c([N+](=O)[O-])c4)cs3)nc3cc(Cl)c(Cl)cc32)cc1 | 12 | 112 | 1 | -16 | 11 | 100 | -6 | 103
CC1CCN(S(=O)(=O)c2cnc(Cl)c(Br)c2)CC1 | 1 | 110 | 1 | -3 | 5 | 107 | 0 | 113
Cc1ccc2oc(=O)c3cnn(CC(=O)N(CCCN4CCOCC4)Cc4ccco4)c3c2c1 | 3 | 94 | -6 | -8 | 4 | 92 | 7 | 92
CCCCCCCCCCCCCCCC[n+]1ccc(/C=N/O)cc1 | 3 | 96 | -11 | 3 | 7 | 118 | -8 | 93
COc1ccc(CNC(=O)CCNS(=O)(=O)c2ccc(Br)s2)cc1 | 0 | 91 | 11 | -8 | 11 | 98 | -13 | 99
CC1CCN(C(=O)c2cc3ccccc3o2)CC1 | -7 | ? | -7 | -4 | -3 | ? | 1 | ?
COc1ccc(NC(=O)c2noc(C(C)C)c2[N+](=O)[O-])cc1 | -2 | 102 | -10 | -3 | 4 | 102 | 3 | 102
O=C(COc1ccc2c3c(c(=O)oc2c1)CCC3)Nc1ccccn1 | 0 | 110 | -4 | -6 | -5 | 96 | -4 | 102
CCOc1ccccc1-n1c(SCC(=O)N(CC)CC)nnc1-c1ccccn1 | 2 | 103 | 1 | 8 | 5 | 95 | 7 | 96
O=C(NCCc1ccc(OC(F)F)cc1)C1CC(=O)N(c2ccc3c(c2)OCCO3)C1 (stereo unspecified) | 2 | 93 | 1 | -4 | 6 | 94 | · | 95
COC(=O)c1ccccc1NC(=O)Nc1cc(C)cc(C)n1 | 1 | 82 | 3 | -11 | 5 | 87 | 4 | 91
CC(=O)/C(=C/N(C)C)Sc1ccc(C)cc1 | -1 | 92 | 0 | -3 | -1 | 93 | 0 | 92
COc1cc(OC)c(OC)cc1CNc1cc(C)ccc1OC | 3 | 95 | 7 | 2 | -4 | 93 | -1 | 94
O=C(NCCO)C(=O)Nc1cc2c3c(c1)CC(=O)N3CCC2 | 0 | 105 | -7 | -8 | 5 | 99 | 4 | 102
Cc1nc(-c2ccc(F)cc2)c(CC(=O)N(C)CC(=O)Nc2ccc(F)cc2)s1 | 3 | 104 | 3 | -5 | 2 | 107 | -21 | 102
N#Cc1cccc(NC(=O)CCNS(=O)(=O)c2ccc3[nH]c(=O)oc3c2)c1 | 0 | 93 | 2 | -20 | -2 | 90 | -5 | 94
O=C1Nc2ccc(S(=O)(=O)N3CCCC3)c3cccc1c23 | 9 | 97 | 5 | -10 | -3 | 102 | 0 | 96
CCOc1ccc(NC(=O)C2=C(C)C(=O)OC23CCC(C)CC3)cc1 (stereo unspecified) | 1 | 101 | 3 | 6 | -2 | 111 | 10 | 102
CCCCn1nnnc1SCC(=O)Nc1ccc(C)cc1 | 31 | 106 | 2 | -6 | 10 | 100 | 14 | 102
CCN(CC)C(=O)c1[nH]cnc1C(=O)N[C@@H](Cc1ccccc1)C(=O)OC(C)(C)C | 1 | 88 | -1 | 15 | 6 | 119 | 11 | 92
CCn1cc(CNC(=O)CC2C(=O)NCCN2CC(c2ccccc2)c2ccccc2)cn1 (stereo unspecified) | 3 | 91 | -4 | -3 | -7 | 89 | -13 | 93
O=C(OCc1ccc(Cl)c(Cl)c1)c1ccccn1 | 1 | 104 | 13 | -4 | 5 | 108 | 0 | 105
CCOc1cc(C(=O)Nc2ccc(S(=O)(=O)NC3=NCCCCC3)cc2)cc(OCC)c1OCC | 1 | 96 | -3 | 7 | 3 | 118 | 2 | 97
CC(C)CN(C(=O)COC(=O)c1ccc(-c2ccccc2)cc1)C1CCS(=O)(=O)C1 (stereo unspecified) | 1 | 94 | 3 | 10 | 8 | 99 | -9 | 102
Cc1cc(=O)oc2cc(OC(C)C(=O)NCC3CCC(C(=O)O)CC3)c(Cl)cc12 (stereo unspecified) | -1 | 90 | 9 | 11 | 6 | 104 | 0 | 98
Cc1c(C#N)c2ccccc2n1CCOc1ccccc1F | 6 | 108 | -1 | -5 | 5 | 106 | -3 | 105
Cc1ccc(S(=O)(=O)NC(C)(C)CSc2nncn2N)cc1 | 3 | 115 | 1 | -13 | 1 | 102 | -7 | 104
CCN(CC)CCCN1C=C2C(=O)C(C)(OC(=O)CCC(=O)OC)C(=O)C(Br)=C2C=C1c1ccc(OC)cc1 (stereo unspecified) | 7 | 105 | 4 | 7 | -6 | 93 | 2 | 100
COc1ccc(C(=O)Cn2nc(CNc3ccc(Br)cc3)[n+]3c2CCCCC3)cc1 | 5 | 98 | -5 | -17 | -8 | 106 | -3 | 98
CCN(CC)S(=O)(=O)c1cccc(NC(=O)CSc2nnc(N)s2)c1 | -3 | 104 | 7 | 6 | 3 | 88 | 6 | 101
CCc1noc(C)c1C(=O)N1CCCC(CCC(=O)NCc2cccc(OC)c2)C1 (stereo unspecified) | 0 | 102 | 6 | 12 | 11 | 102 | 9 | 95
Nc1cc(N)nc(SCc2ccc(Cl)cc2)n1 | -2 | 121 | -7 | -2 | 10 | 96 | -11 | 106
COc1ccc(C(=O)NNC(=O)c2ccc3ccccc3n2)cc1 | 2 | 93 | 2 | -12 | 1 | 105 | · | 94
O=C(c1ccc(Br)o1)N1CCN(c2ccccn2)CC1 | -2 | 101 | 0 | -1 | 0 | 102 | -2 | 101
O=c1c2ccccc2nc(/C=C/c2ccccc2)n1CCc1ccccc1 | 9 | 95 | -6 | -11 | 9 | 86 | -4 | 95
CC1CC(C)CN(CCCNC(=O)c2nn(C)c3c2CS(=O)(=O)c2ccccc2-3)C1 (stereo unspecified) | 0 | 98 | -8 | 1 | -9 | 91 | 5 | 95
Cc1ccc(CSc2nnc(SCC(=O)N/N=C/c3ccc(C(=O)O)cc3)s2)cc1 | -5 | 100 | 6 | 6 | 7 | 105 | 0 | 93
Cc1ccc(C2=NN(C(=O)CSc3nc(N)cc(N)n3)C(c3ccco3)C2)cc1 (stereo unspecified) | -1 | 101 | 4 | 0 | -5 | 99 | 2 | 103
CCS(=O)(=O)n1nc(-c2ccco2)nc1SC | 3 | 101 | -3 | -17 | 17 | 103 | -5 | 106
COCCn1nnnc1C(c1cccc(C(F)(F)F)c1)N1CCOCC1 (stereo unspecified) | -1 | 111 | -1 | -7 | 1 | 105 | -4 | 112
COc1cc(-c2nn3c(-c4cccc(C)c4)nnc3s2)cc(OC)c1OC | 15 | 105 | 1 | 1 | 6 | 112 | -3 | 105
Cn1c(N)c(C(=O)COC(=O)C2CCN(S(=O)(=O)c3cccs3)CC2)c(=O)n(C)c1=O | 3 | 89 | 5 | -8 | 4 | 95 | -5 | 94
CCC(C)Sc1nc2c(cnn2-c2ccc(C)cc2)c(=O)[nH]1 (stereo unspecified) | 3 | 100 | 1 | 22 | 4 | 94 | 13 | 92
Cc1c(-c2ccc(Br)cc2)nc2ccccn12 | 165* | 116 | 0 | 2 | -2 | 99 | 8 | 110
CS(=O)(=O)c1cnc2c(-c3ccsc3)cnn2c1N | 1 | 90 | 5 | 14 | 6 | 96 | 6 | 94
CCN(CC(=O)Nc1c(F)cccc1F)C(=O)c1cc(S(=O)(=O)N(C)C)ccc1N1CCCC1 | 1 | 101 | 0 | -2 | 1 | 102 | 2 | 97
CC(=O)c1ccc(NC(=O)CN2CCC(C(=O)c3ccc4c(c3)OCCO4)CC2)cc1 | -1 | 102 | 2 | 25 | 1 | 104 | 3 | 100
CCCSc1nc(O)c(C2OC(=O)c3c2ccc(OC)c3OC)c(=O)n1C (stereo unspecified) | 1 | 99 | 0 | -10 | 11 | 100 | -1 | 104
CCc1nc2nc(C)c(NS(=O)(=O)c3ccc(CC(C)C)cc3)c(=O)n2[nH]1 | 3 | 98 | -3 | 9 | 0 | 84 | -18 | 91
COC(=O)c1cc(Br)cn1S(=O)(=O)c1ccccc1 | 1 | 94 | -2 | -7 | -6 | 102 | 3 | 94
O=C(O)COc1ccc2c(c1)O/C(=C\c1ccco1)C2=O | -1 | 115 | -3 | 5 | -19 | 99 | 6 | 98
COc1ccc(S(=O)(=O)N[C@H](C(=O)O)C(C)C)cc1 | -1 | 98 | 7 | -13 | 7 | 92 | 2 | 92
COC(=O)C1=C(C)NC(=O)C1(NC(=O)c1cccnc1)C(F)(F)F (stereo unspecified) | 6 | 96 | -4 | 6 | 0 | 95 | -8 | 96
O=C(O)c1cc(S(=O)(=O)Nc2cccc(Oc3ccccc3)c2)ccc1Br | 1 | 104 | -4 | -1 | -8 | 93 | -13 | 106
COc1cccc(C(=O)/C=C/c2ccc(N3CCCCC3)c([N+](=O)[O-])c2)c1 | 1 | 103 | 0 | 1 | -6 | 98 | 5 | 100
COc1cccc(C(=O)NN/C(C)=C/C(=O)C(F)(F)C(F)(F)C(F)(F)F)c1 | 23 | 108 | 2 | -9 | -16 | 104 | 9 | 103
CCN(CC)S(=O)(=O)c1cccc(-c2nnc(SC(C)C(N)=O)n2CCc2ccccc2)c1 (stereo unspecified) | -3 | 98 | 6 | 8 | 5 | 102 | 2 | 98

Grouped by structure: the entries above containing a CF3 group (three)
SMILES | AHR activator | MEP2-GFP yeast | procasp3 activ | ZTA counter | proCasp7 act | LAP4 TOR yeast | EBNA-1 inh | RPL19A-GFP yeast
COCCn1nnnc1C(c1cccc(C(F)(F)F)c1)N1CCOCC1 (stereo unspecified) | -1 | 111 | -1 | -7 | 1 | 105 | -4 | 112
COC(=O)C1=C(C)NC(=O)C1(NC(=O)c1cccnc1)C(F)(F)F (stereo unspecified) | 6 | 96 | -4 | 6 | 0 | 95 | -8 | 96
COc1cccc(C(=O)NN/C(C)=C/C(=O)C(F)(F)C(F)(F)C(F)(F)F)c1 | 23 | 108 | 2 | -9 | -16 | 104 | 9 | 103
